Source: PubChem (National Center for Advancing Translational Sciences (NCATS))
BAZ2B inh: qHTS Assay for Inhibitors of BAZ2B; AlphaScreen BAZ2B-H3K14Ac peptide displacement; 360,000 compounds, 4.4% hits; Potency, µM (titrated, usually from 114 µM), without a hit: at the top dose activity change, negative = inhibition, hits mostly inhibitors; AID 504333, 2011; Bromodomain adjacent to zinc finger domain protein 2B (Homo sapiens), Q9UIF8; note: potency is the fitted concentration of half-maximal effect; % is set by controls: 0 for no effect and ±100 for the full control effect; nearly all actives have a fitted effect of over 60% in size
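AlphaScreen luminescence quantifies BAZ2B engagement of H3K14Ac peptide; the protein and biotinylated peptide are both at 50 nM final, buffer PBS pH 7.4 with 0.01% Tween-20, all steps at room temperature.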
12-LOX inh: Primary qHTS assay for inhibitors of human arachidonate 12S-lipoxygenase (ALOX12): Round 2 | 580,000 compounds, 1.1% hits | purified 12hLO, xylenol orange hydroperoxide absorbance | AID 1671190, 2021 | Potency, µM (top dose mostly 108 µM), for inactives: at the highest dose activity change, negative = inhibition, usual class: inhibitors | Polyunsaturated fatty acid lipoxygenase ALOX12 (Homo sapiens), P18054; note: potency is the fitted concentration of half-maximal effect; % is set by controls: 0 for no effect and ±100 for the full control effect
Target sequence (P18054 whole entry, looked up): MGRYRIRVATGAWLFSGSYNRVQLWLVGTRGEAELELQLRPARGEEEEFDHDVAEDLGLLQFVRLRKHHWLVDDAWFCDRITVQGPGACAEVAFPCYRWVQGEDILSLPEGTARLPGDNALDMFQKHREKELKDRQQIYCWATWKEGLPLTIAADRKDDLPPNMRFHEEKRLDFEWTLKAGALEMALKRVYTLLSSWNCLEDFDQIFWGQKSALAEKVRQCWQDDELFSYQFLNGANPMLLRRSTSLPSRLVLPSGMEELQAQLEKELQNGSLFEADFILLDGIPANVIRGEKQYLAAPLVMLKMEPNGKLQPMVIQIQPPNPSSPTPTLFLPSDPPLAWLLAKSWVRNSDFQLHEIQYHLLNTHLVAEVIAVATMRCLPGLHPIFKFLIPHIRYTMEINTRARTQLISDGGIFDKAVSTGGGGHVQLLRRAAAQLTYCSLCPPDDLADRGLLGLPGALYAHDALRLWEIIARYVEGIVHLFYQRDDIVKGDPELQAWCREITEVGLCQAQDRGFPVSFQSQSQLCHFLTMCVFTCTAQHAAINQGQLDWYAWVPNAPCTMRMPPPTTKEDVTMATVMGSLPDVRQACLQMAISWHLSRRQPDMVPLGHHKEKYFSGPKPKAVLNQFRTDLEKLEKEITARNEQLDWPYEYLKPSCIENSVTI
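Purified human 12hLO (150 nM final) in 25 mM Hepes, 0.01% Triton X-100, pH 7.0 was preincubated 15 min at room temperature with compound. Then 40 uM arachidonic acid was added, 30 min. Hydroperoxide was read by Fe-XO absorbance ratio 573/405 nm.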
HP1b chromo inh: HTS for Inhibitors of HP1-beta Chromodomain Interactions with Methylated Histone Tails; AlphaScreen HP1-beta / biotin-H3K9me3 peptide binding; Potency, µM (doses to about 114 µM), without a hit: top-dose activity change, negative = inhibition, most hits filed as inhibitors; 390,000 compounds, 0.56% hits; AID 540317, 2011; note: potency is the fitted concentration of half-maximal effect; nearly all actives have a fitted effect of over 70% in size; inactives centre near 23
Target sequence (P83916 whole entry, looked up): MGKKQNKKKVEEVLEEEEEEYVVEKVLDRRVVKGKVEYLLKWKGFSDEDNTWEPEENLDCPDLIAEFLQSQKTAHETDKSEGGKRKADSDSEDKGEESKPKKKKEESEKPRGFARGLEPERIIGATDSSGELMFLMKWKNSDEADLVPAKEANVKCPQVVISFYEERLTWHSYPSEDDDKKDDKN
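AlphaScreen: HP1-beta (50 nM) preformed 30 min with biotin-H3(1-18)K9me3 peptide (50 nM) in PBS pH 7.4, 0.01% Tween-20. Compound added for 30 min at RT, then streptavidin donor/nickel chelate acceptor beads (10 ug/mL) for 30 min.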
G9a inh: qHTS Assay for Inhibitors of Histone Lysine Methyltransferase G9a | G9a H3K9 monomethylation, AlphaScreen, 2 h | Potency, µM (titrated, usually from 102 µM), inactives show at the top dose activity, negative = inhibition, hits mostly inhibitors | 350,000 compounds, 8.8% hits; note: potency is the fitted concentration of half-maximal effect; % is set by controls: 0 for no effect and ±100 for the full control effect; nearly all actives have a fitted effect of over 75% in size
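G9a (20 nM) was preincubated 15 min with compound, then reacted 2 h at room temperature with 500 nM biotin-H3K9 peptide and 20 µM SAM. Monomethyl-H3K9 detected by AlphaScreen using anti-H3K9me1 antibody.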
RGS4 inh: Inhibitors of Regulator of G Protein Signaling (RGS) 4: qHTS | Regulator of G-protein signaling 4 (Homo sapiens), P49798 | Transcreener GDP fluorescence polarization, RGS4-accelerated GTP hydrolysis | Potency, µM (top dose mostly 114 µM), inactives show at the highest dose activity change, negative = inhibition, most hits filed as inhibitors | 390,000 compounds, 0.039% hits; note: potency is the fitted concentration of half-maximal effect; % is set by controls: 0 for no effect and ±100 for the full control effect; nearly all actives have a fitted effect of over 75% in size; some results filed as inactive show a strong effect at the top dose
Target sequence (P49798 whole entry, looked up): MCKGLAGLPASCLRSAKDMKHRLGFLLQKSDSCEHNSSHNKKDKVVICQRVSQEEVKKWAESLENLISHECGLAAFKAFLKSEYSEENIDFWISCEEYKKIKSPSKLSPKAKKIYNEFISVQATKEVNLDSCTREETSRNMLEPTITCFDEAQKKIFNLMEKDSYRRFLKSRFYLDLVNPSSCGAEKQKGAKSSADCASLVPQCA
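MLSMR compounds (23 nl, pin-transferred) preincubated 10 min at room temperature with a 500nM (2x) first reagent, then RGS4 at 900nM (2x) plus Transcreener GDP mix added; fluorescence polarization (620/688 nm) read before and after 90 min at 30 °C.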
PI4K2A block: qHTS for small molecular inhibitors of PI4K2A | Phosphatidylinositol 4-kinase type 2-alpha (Homo sapiens), Q9BTU6 | purified PI4K2A, ADP-Glo luminescence, 1 h; stronger effect = lower value | activity change, negative = inhibition, % at 76.9 µM | 420,000 compounds, 0.13% hits; in the data active = activity change below about -50%; inconclusive = mostly about -30% to -49%;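 note: -100% = wells without enzyme as full effect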
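PI4K2A activity was measured by ADP-Glo luminescence: enzyme (4 ug/mL stock) and phosphatidylinositol (1.2 mM stock) in Tris pH 7.5/MgCl2/EGTA/Triton X-100 buffer were reacted with ATP (300 microM stock) for one hour at ambient temperature.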
ERG-DNA inh: qHTS for Small Molecule Inhibitors of the ERG Ets/DNA interaction. Transcriptional regulator ERG (Homo sapiens), P11308. fluorescence polarization, His-ERG Ets domain / labelled DNA. Potency, µM (series often up to 76.9 µM), inactives show top-dose FP activity, negative = inhibition, most hits filed as inhibitors. 370,000 compounds, 0.028% hits. AID 624246, 2012; active = well fitted inhibition curve with a large enough effect in the polarisation, with a control signal flat; inconclusive = small, poorly fitted or top-dose-only effect, or effect the other way, or a change in a side signal; inactive = no such curve, though single readings can be large or run the other way; the % refers to the polarisation;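 note: polarization taken with two DNA probes labelled with fluorescein and Texas red; potency is the fitted concentration of half-maximal effect; % of control where 0% means no effect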
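His-tagged ERG Ets domain (1 uM in the protein solution; 300mM KCl, 50mM Tris-HCl, 1mM EDTA, 1mM DTT, pH 7.5) received compound, then a probe mix of 5 nM fluorescein-DNA and 100nM Texas-615-DNA. Fluorescence polarization was read for both dyes.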
JMJD2A Tudor: qHTS Assay for Inhibitors of JMJD2A-Tudor Domain | AlphaScreen JMJD2A-Tudor / H3K4me3 peptide binding | Potency, µM (top dose mostly 114 µM), inactives show at the top dose activity change, negative = inhibition, actives largely listed as inhibitors | 390,000 compounds, 4.4% hits | AID 504339, 2011; note: potency is the fitted concentration of half-maximal effect; % is set by controls: 0 for no effect and ±100 for the full control effect; nearly all actives have a fitted effect of over 50% in size
GLS inh: qHTS for Inhibitors of Glutaminase (GLS) | Glutaminase kidney isoform, mitochondrial (Homo sapiens), O94925 | GLS enzymatic activity, qHTS titration | Potency, µM (doses to about 45.5 µM), for inactives: at the highest dose activity change, negative = inhibition, most hits filed as inhibitors | 410,000 compounds, 0.21% hits; note: potency is the fitted concentration of half-maximal effect; % is set by controls: 0 for no effect and ±100 for the full control effect
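Read-out is an Amplex red fluorescence increase coupled through glutamate oxidase and HRP, measured before and after 30 min room-temperature incubation. hKGA is in 45 mM KH2PO4 (pH 8.2) with 0.02% Tween-20; glutamine added as 1mM solution.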
The depositor's hits bear a star; [ ] = remark or other dose. Unless noted, calls come from the whole dose curve; as a rule, active = well fitted curve in the direction sought with a large enough effect; inconclusive = small, poorly fitted or top-dose-only effect, or another doubt; inactive = no such curve, though single readings can be large; an effect the other way counts as inactive or inconclusive. This is a subset; count on the stated rates, not on these rows.

Screening O=c1cc(-c2ccco2)nc(SCc2cccc(Cl)c2)[nH]1 returned BAZ2B inh 29%, 12-LOX inh -13%, HP1b chromo inh 13%, RGS4 inh -18%, PI4K2A block -2, ERG-DNA inh -4%, JMJD2A Tudor 9% and GLS inh 6%.
For O=C(NCc1cccnc1)NC1(C(F)(F)F)Oc2ccccc2O1 the results were BAZ2B inh 8%, 12-LOX inh -15%, HP1b chromo inh 34%[activator], G9a inh 40µM*, RGS4 inh 13%, PI4K2A block 2, ERG-DNA inh -3%, JMJD2A Tudor -17% and GLS inh 1%.
COc1cc(S(=O)(=O)N2CCCCCC2)ccc1Cl was read as BAZ2B inh 31%, 12-LOX inh 61%[activator], HP1b chromo inh 130%[activator], G9a inh 9%[12.7 µM], RGS4 inh -40%, PI4K2A block 0, ERG-DNA inh 8%, JMJD2A Tudor 30% and GLS inh -3%.
`COc1ccccc1Nc1nnc(SCC(=O)NC2CC2)s1` gave BAZ2B inh 3%, 12-LOX inh 42%[activator], HP1b chromo inh 59%[activator], G9a inh 4%[12.7 µM], RGS4 inh -9%, PI4K2A block 0, ERG-DNA inh 12%, JMJD2A Tudor -1% and GLS inh 17%.
`O=C(CCCC(=O)OCC(=O)c1ccc(F)cc1)Nc1cc(C(F)(F)F)ccc1Cl` gave BAZ2B inh -2%, 12-LOX inh -15%, HP1b chromo inh 44%, G9a inh 9%[12.7 µM], RGS4 inh 2%, PI4K2A block 0, ERG-DNA inh 2%, JMJD2A Tudor -1% and GLS inh -2%.
Screening COc1cccc(CNC(=O)CCC2CCCN(C(=O)c3cccc(Cl)c3)C2)c1 (stereo unspecified) returned BAZ2B inh 3%, 12-LOX inh -3%, HP1b chromo inh 46%[activator], G9a inh -2%, RGS4 inh 18%, PI4K2A block 2, ERG-DNA inh -1%, JMJD2A Tudor -4% and GLS inh 5%.
`c1ccc2c(c1)Nc1cc3ccccc3cc1O2` gave 12-LOX inh -9%, HP1b chromo inh 18%, RGS4 inh -40%, PI4K2A block 4, JMJD2A Tudor -15% and GLS inh 12%.
Screening O=C(COC(=O)c1cc(S(=O)(=O)N2CCOCC2)ccc1F)NCc1ccc2c(c1)OCO2 returned 12-LOX inh 16%, HP1b chromo inh 18%[57 µM], RGS4 inh -9%, PI4K2A block 1, ERG-DNA inh 4%, JMJD2A Tudor -2% and GLS inh 1%.
COc1ccc(/C=N/OCC(=O)N2CCCC2)c(OC)c1 was read as 12-LOX inh 9%, HP1b chromo inh 37%, G9a inh 1%, RGS4 inh -16%, PI4K2A block 3, ERG-DNA inh 5%, JMJD2A Tudor -3% and GLS inh -2%.
For O=C(NCCN1CCN(S(=O)(=O)c2ccc(F)cc2)CC1)C(=O)NCc1ccccc1 the results were BAZ2B inh 5%, 12-LOX inh 5%, HP1b chromo inh 8%, G9a inh 6%, RGS4 inh 11%, PI4K2A block 4, ERG-DNA inh 5%, JMJD2A Tudor -17% and GLS inh 3%.
For Cc1cc(C)cc(NC(=O)c2cc(Cl)sc2Cl)c1 the results were BAZ2B inh 26%, 12-LOX inh 23%, HP1b chromo inh 47%[activator], G9a inh 53%[activator], RGS4 inh -13%, PI4K2A block 7, ERG-DNA inh 12%, JMJD2A Tudor 17% and GLS inh 5%.
Screening COc1cccc(CNC(=O)Cc2c(C)c3c(cc(C)c4c(C)coc43)oc2=O)c1 returned BAZ2B inh 0%, 12-LOX inh -14%, HP1b chromo inh 16%, G9a inh 0%[59 µM], RGS4 inh 26%, PI4K2A block 4, ERG-DNA inh 4%, JMJD2A Tudor -15% and GLS inh -4%.
For CCOC(=O)C1CCN(c2ncnc3c2oc2ccc(Br)cc23)CC1 the results were BAZ2B inh 16%, 12-LOX inh 1%, HP1b chromo inh 58%[activator], G9a inh -4%[12.7 µM], RGS4 inh 24%, PI4K2A block -3, ERG-DNA inh 1%, JMJD2A Tudor 7% and GLS inh -3%.
For CC(C)OCCCn1c(SC(C)C(=O)NC2CC2)nc2ccccc2c1=O (stereo unspecified) the results were BAZ2B inh -3%, 12-LOX inh -17%, HP1b chromo inh 16%, G9a inh 8%, RGS4 inh 22%, PI4K2A block 2, ERG-DNA inh 16%, JMJD2A Tudor -3% and GLS inh 3%.
Cc1cc(=O)oc2c(N)c(O)ccc12 was read as BAZ2B inh 2%, 12-LOX inh -26%, HP1b chromo inh 22%, G9a inh inconclusive, RGS4 inh 2%, PI4K2A block 0, ERG-DNA inh 5%, JMJD2A Tudor -4% and GLS inh inconclusive.
`Cc1ccc(NC(=O)c2ccc3ccccc3n2)cc1S(=O)(=O)N1CCOCC1` gave BAZ2B inh 3%, 12-LOX inh 2%, HP1b chromo inh 36%, G9a inh -3%, RGS4 inh -5%, PI4K2A block -2, ERG-DNA inh 0%, JMJD2A Tudor 1% and GLS inh 1%.
CC(C)CC(=O)Nc1cccc2c1C(=O)N(c1ccccc1)C2=O was read as BAZ2B inh 11%, 12-LOX inh 0%, HP1b chromo inh 89%[activator], G9a inh -4%[59 µM], RGS4 inh 10%, PI4K2A block 4, ERG-DNA inh -5%, JMJD2A Tudor 7% and GLS inh 0%.
`CN1CCN(C(=O)c2ccc(C3SCC(=O)N3Cc3ccco3)cc2)CC1` (stereo unspecified) gave BAZ2B inh -3%, 12-LOX inh 26%, HP1b chromo inh 18%, G9a inh -23%[59 µM], RGS4 inh inconclusive, PI4K2A block -2, ERG-DNA inh 10%, JMJD2A Tudor -18% and GLS inh 1%.
For CCn1c(CN2CCOCC2)nnc1SCC(=O)Nc1ccccc1Cl the results were BAZ2B inh 8%, 12-LOX inh 13%, HP1b chromo inh 30%[57 µM], G9a inh 7%[59 µM], RGS4 inh -21%, PI4K2A block 0, ERG-DNA inh 0%, JMJD2A Tudor 15% and GLS inh -7%.
For CNC(=S)N1CCN(c2nc(-c3ccc(Cl)cc3)cs2)CC1 the results were BAZ2B inh 0%, 12-LOX inh -21%, HP1b chromo inh -11%, G9a inh 12%, RGS4 inh -30%, PI4K2A block 2, ERG-DNA inh 1%, JMJD2A Tudor -14% and GLS inh -2%.
Cc1cccc(OCCCCN2CCNCC2)c1 was read as 12-LOX inh inconclusive, HP1b chromo inh -11%, RGS4 inh -13%, PI4K2A block -3, ERG-DNA inh 0%, JMJD2A Tudor -25% and GLS inh 3%.
For COC(=O)c1ccc(Cl)c(NC(=O)c2cccc([N+](=O)[O-])c2C)c1 the results were BAZ2B inh 0%, 12-LOX inh -8%, HP1b chromo inh 28%, G9a inh -3%, RGS4 inh -39%, PI4K2A block 0, ERG-DNA inh -2%, JMJD2A Tudor -16% and GLS inh 0%.
For O=C1C(=Cc2cccn2-c2ccccc2)C(=O)c2ccccc21 the results were BAZ2B inh inconclusive, 12-LOX inh inconclusive, HP1b chromo inh -11%, G9a inh 3.5µM*, RGS4 inh -37%, PI4K2A block -2, ERG-DNA inh 6%, JMJD2A Tudor -29% and GLS inh 1%.
`N/C(=N\OC(=O)COc1ccc2ccccc2c1Br)c1ccccn1` gave BAZ2B inh inconclusive, 12-LOX inh -5%, HP1b chromo inh 53%[activator], G9a inh 9%, RGS4 inh -17%, PI4K2A block 6, ERG-DNA inh -12%, JMJD2A Tudor 4% and GLS inh 0%.
Screening N#C/C(C(=O)N1CCOCC1)=c1/s/c(=C\c2ccccn2)c(=O)n1-c1ccccc1 returned BAZ2B inh 2%, 12-LOX inh 0%, HP1b chromo inh 23%, G9a inh 14%[59 µM], RGS4 inh -38%, PI4K2A block 1, ERG-DNA inh 0%, JMJD2A Tudor -18% and GLS inh 5%.

Three successive entries already listed:
Cc1cccc(OCCCCN2CCNCC2)c1 was read as 12-LOX inh inconclusive, HP1b chromo inh -11%, RGS4 inh -13%, PI4K2A block -3, ERG-DNA inh 0%, JMJD2A Tudor -25% and GLS inh 3%.
For COC(=O)c1ccc(Cl)c(NC(=O)c2cccc([N+](=O)[O-])c2C)c1 the results were BAZ2B inh 0%, 12-LOX inh -8%, HP1b chromo inh 28%, G9a inh -3%, RGS4 inh -39%, PI4K2A block 0, ERG-DNA inh -2%, JMJD2A Tudor -16% and GLS inh 0%.
For O=C1C(=Cc2cccn2-c2ccccc2)C(=O)c2ccccc21 the results were BAZ2B inh inconclusive, 12-LOX inh inconclusive, HP1b chromo inh -11%, G9a inh 3.5µM*, RGS4 inh -37%, PI4K2A block -2, ERG-DNA inh 6%, JMJD2A Tudor -29% and GLS inh 1%.
